# High-throughput results deposited in PubChem BioAssay by The Scripps Research Institute Molecular Screening Center.
# TEAD-YAP inh – TEAD-YAP interaction inhibition | HEK-TIYL cells, TEAD-Gal4/YAP UAS-luciferase luminescence | inhibition, % at 9.12 µM | actives 1.4% (n = 640,000) | AID 1259422; in the data active = inhibition above about 32%;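 also: 0% = median of test compound wells and 100% = reference inhibitor wells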
# FBW7 activator – activators of human E3 ligase FBW7; AID 1259310; AlphaScreen FBW7–phospho-cyclin E peptide binding, activator screen; Q969H0; actives 0.13% (n = 650,000); normalized activity (activation), % at 26.1 µM; in the data active = normalized activity above about 1.9%;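 also: purified mutant Fbw7 with reduced substrate affinity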
# MITF primary – inhibitors of human MITF; AID 1259374; inhibition, % at 2.6 µM; actives 0.91% (n = 650,000); AlphaScreen MITF homodimerization, bead proximity signal; in the data active = inhibition above about 50%;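 also: 0% = vehicle wells with protein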
# Target sequence (O75030 whole entry, looked up): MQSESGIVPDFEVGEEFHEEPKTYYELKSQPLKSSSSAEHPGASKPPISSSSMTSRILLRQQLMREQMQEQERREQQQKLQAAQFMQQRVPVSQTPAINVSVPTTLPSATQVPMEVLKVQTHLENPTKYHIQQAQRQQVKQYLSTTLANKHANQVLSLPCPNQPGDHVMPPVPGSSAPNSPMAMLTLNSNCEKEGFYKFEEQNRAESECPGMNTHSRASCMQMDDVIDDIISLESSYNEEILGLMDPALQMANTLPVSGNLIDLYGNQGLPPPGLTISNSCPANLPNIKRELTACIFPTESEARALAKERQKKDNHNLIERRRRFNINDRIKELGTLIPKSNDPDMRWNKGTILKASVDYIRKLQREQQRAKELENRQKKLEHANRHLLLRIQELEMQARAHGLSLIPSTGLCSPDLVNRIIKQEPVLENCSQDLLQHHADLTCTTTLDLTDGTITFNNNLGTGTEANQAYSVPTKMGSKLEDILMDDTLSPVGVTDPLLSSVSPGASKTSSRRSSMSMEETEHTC
# GPR151 activ – activates the human receptor GPR151; Q8TDV0; PathHunter beta-arrestin GPR151 cells, luminescence; AID 1508602; actives 1% (n = 650,000); activation, % at 11.2 µM; in the data active = activation above about 4.9%;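 also: 0% = median of compound wells and 100% = cells with positive control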
# Target sequence (Q8TDV0 whole entry, looked up): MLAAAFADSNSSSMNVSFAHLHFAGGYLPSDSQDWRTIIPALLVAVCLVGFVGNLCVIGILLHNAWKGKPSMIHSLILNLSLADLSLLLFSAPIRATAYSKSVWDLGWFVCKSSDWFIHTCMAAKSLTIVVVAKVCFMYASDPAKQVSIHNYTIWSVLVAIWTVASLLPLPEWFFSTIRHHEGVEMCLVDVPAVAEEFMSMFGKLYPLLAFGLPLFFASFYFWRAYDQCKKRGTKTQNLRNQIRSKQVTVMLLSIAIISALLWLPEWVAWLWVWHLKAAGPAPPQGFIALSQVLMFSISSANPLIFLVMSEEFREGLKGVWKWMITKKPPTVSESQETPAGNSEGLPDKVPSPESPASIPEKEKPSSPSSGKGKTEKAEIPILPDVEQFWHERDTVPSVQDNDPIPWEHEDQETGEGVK
# * marks the source's active call; other numbers are inactive results.
SMILES,TEAD-YAP inh,FBW7 activator,MITF primary,GPR151 activ
Cc1ccc(C(C)C)c(OCCOc2cccc(-c3nc4sc5c(c4c(=O)[nH]3)CCCC5)c2)c1,-4,-0.1,0,4.9
CN1CCN(C(=O)CC2(c3ccccc3)CC(=O)N(CC3CCCCC3)C2=O)CC1 (centres undefined),-6,0.0,-9,-1.1
CCOC(=O)c1c(NC(=O)c2ccc3c(c2)OCO3)sc2c1CC(C)(C)NC2(C)C,-4,0.2,2,0.8
COc1cc(OC)cc(C(=O)Nc2ccc3c(c2)oc2ccccc23)c1,-3,0.1,-13,-4.3
CC(C)(C)c1ccc(C2=N/C(=C\c3ccccc3OC(=O)c3ccccc3Br)C(=O)O2)cc1,12,0.0,14,0.8
COc1ccc(/C=C/C(=O)OCCN(C)C(C)(C)C)cc1,-7,-0.1,-12,1.2
CCOC(=O)C1=C(c2ccccc2)N=c2s/c(=C\c3ccc(Br)cc3)c(=O)n2C1c1ccccc1 (centres undefined),4,0.0,0,0.7
Cc1ccc(NC(=O)CN2CCN(C3c4ccccc4-c4ccccc43)CC2)cc1F,23,0.4,13,-0.9
CC(=O)NNC(=O)CSc1ncnc2scc(-c3ccc(F)cc3)c12,5,-0.1,2,1.1
CCOC(=O)c1sc2nc(C)n(CC(=O)Nc3cccc(OC)c3)c(=O)c2c1C,4,-0.2,2,1.6
CCCC(=O)Nc1cccc(NC(=O)COc2ccc(Cl)cc2C)c1,-43,0.3,-23,-0.9
COc1cc(C(=O)N2CCN(C(=O)c3cc(OC)c(OC)c(OC)c3)CC2)cc(OC)c1OC,4,-0.5,10,-0.2
O=C1CC(c2ccccc2)n2nc(NS(=O)(=O)c3ccccc3)nc2N1 (centres undefined),0,0.1,9,0.5
Fc1ccc(Br)cc1/C=N/n1c(-c2cccnc2)n[nH]c1=S,-4,-0.1,-14,2.8
O=c1c2cn[nH]c2nc(SCc2cc(=O)n3ccccc3n2)n1-c1ccccc1Cl,-1,0.1,4,0.5
CSc1nnc(CSc2ncccn2)n1-c1ccc(F)cc1,10,-0.2,-15,1.5
COC(=O)CCSc1nccn1Cc1ccccc1,5,-0.1,-2,0.6
N#CCc1c(C#N)c(N)nc(N2CCCC2)c1C#N,-30,-0.6,-1,1.7
Cc1ccc(S(=O)(=O)N2CCCC2CNC(=O)C(=O)NC2CCCC2)cc1 (centres undefined),3,0.3,-4,4.4
COC(=O)c1ccc(NC(=O)c2ccc(NC(=O)C3CCCO3)cc2)cc1 (centres undefined),5,0.3,13,-0.4
COc1cc(-c2nc3ccccc3c(=O)n2NC(=O)c2ccc(C)c(C)c2)cc(OC)c1OC,11,-0.2,2,1.2
CSc1ccc(S(=O)(=O)Nc2ccc(S(=O)(=O)Nc3cccc(C)c3)cc2)cc1,1,0.1,-17,-0.6
Cc1[nH]c2ccccc2c1C(=O)COC(=O)CNC(=O)c1cccc([N+](=O)[O-])c1,0,0.3,13,0.4
CC12CC(NC(=O)N1c1ccc(Br)cc1)c1ccccc1O2 (centres undefined),11,0.7,18,0.5
NC(=O)C1CCCN(Cc2nc(N3CCOCC3)c3ccc(Cl)cc3n2)C1 (centres undefined),-9,-0.1,4,0.2

# An excerpt of these results, bar-delimited:
compound | TEAD-YAP inh | FBW7 activator | MITF primary | GPR151 activ
COc1cc(-c2nc3ccccc3c(=O)n2NC(=O)c2ccc(C)c(C)c2)cc(OC)c1OC | 11 | -0.2 | 2 | 1.2
CC12CC(NC(=O)N1c1ccc(Br)cc1)c1ccccc1O2 (centres undefined) | 11 | 0.7 | 18 | 0.5

# Additional compounds follow.
SMILES,TEAD-YAP inh,FBW7 activator,MITF primary,GPR151 activ
Nc1c(C(=O)Nc2ccc(F)c(F)c2)nnn1Cc1ccc(F)cc1,-9,0.1,5,-0.3
CCCc1cc(=O)[nH]c(SCC(=O)NCC23CC4CC(CC(C4)C2)C3)n1,4,0.0,-13,-0.8
O=c1oc(-c2cc([N+](=O)[O-])ccc2Cl)nc2ccc(I)cc12,-3,0.2,5,-1.6
O=C1c2cccc3c(N4CCCCC4)ccc(c23)C(=O)N1CCCOC(=O)C12CC3CC(CC(C3)C1)C2,17,0.1,4,0.2
Clc1ccc2nc(N3CCCCC3)c(-c3cc(-c4ccccc4)c4cc(Br)ccc4n3)c(-c3ccccc3)c2c1,3,0.0,2,1.6
Cc1c(C(=O)NCc2ccc(Cl)cc2)sc2ncn(Cc3ccccc3Cl)c(=O)c12,-16,0.6,-8,-1.4
Cc1sc(NC(=O)COc2ccccc2)c(C#N)c1C,-9,0.1,-9,-0.2
COC(=O)Cn1c(C)nc2sc(C)c(C)c2c1=O,-1,0.0,-10,-0.7
Clc1ccccc1C1CC(c2cccs2)Nc2nnnn21 (centres undefined),6,-0.1,-5,-0.5
CC(C(=O)OCC(=O)c1ccc(F)cc1)N1C(=O)C2C3C=CC(C3)C2C1=O (centres undefined),2,0.0,16,-0.2
CC(Oc1ccccc1Cl)C(=O)N(Cc1cccs1)C1CCS(=O)(=O)C1 (centres undefined),8,0.8,5,-0.8
CCc1c(C)nc2cc(-c3cc(OC)cc(OC)c3)nn2c1N1CCOCC1,-27,0.2,17,-0.1
O=C(NCCCN1CCCC1=O)c1cc(Nc2ccc(C(F)(F)F)cc2)nc2ccccc12,1,0.2,11,0.2
C#CCSc1nc(-c2ccccc2)cc(-c2ccc(OC)cc2)c1C#N,4,0.0,13,0.8
Cc1ccc(Sc2ccc(S(=O)(=O)N3CCOCC3)cn2)cc1,-3,0.0,7,-1.3
CCOc1ccc(C2=NC(c3cccc(Br)c3)NC(c3ccccc3O)C2)cc1 (centres undefined),-61,-0.1,-1,0.2
CCOc1cc(/C=C2/SC(N)=NC2=O)cc(Br)c1O,-7,-0.1,11,0.1
Cn1c(-c2cc3ccccc3o2)n[nH]c1=S,-16,0.0,16,-2.6
O=c1nc(SCc2ccc(Cl)cc2)c2c(n1CC1CCCO1)CCCC2 (centres undefined),-1,-0.2,-23,0.0
Cc1[nH]ncc1-c1ccc(NC(=O)C2COc3c(F)cccc3C2)c(OCCN(C)C)c1 (centres undefined),0,0.0,0,-1.7
Cc1ccc(-c2nnc(SCCN3CCCCC3)n2C)cc1,5,0.1,-1,0.1
NCc1cccc(-c2cnc(N3CCOCC3)c3nccn23)c1,-6,-0.3,10,1.5
COc1ccc(OC(=O)OCC(C)C)cc1,-7,0.1,4,0.4
COc1cc(NC(=O)CN2c3ccccc3CC2C)c(C)cc1[N+](=O)[O-] (centres undefined),-3,-0.1,8,-1.6
COC(=O)C(CCSC)NC(=O)c1cc2c(=O)[nH]c3ccc(C)cc3c2s1 (centres undefined),9,0.3,11,-0.6

# One compound at a time, from the list above.
# CC(=O)NNC(=O)CSc1ncnc2scc(-c3ccc(F)cc3)c12 in the list: TEAD-YAP inh: 5; FBW7 activator: -0.1; MITF primary: 2; GPR151 activ: 1.1
# CN1CCN(C(=O)CC2(c3ccccc3)CC(=O)N(CC3CCCCC3)C2=O)CC1 (centres undefined) in the list: TEAD-YAP inh: -6; FBW7 activator: 0.0; MITF primary: -9; GPR151 activ: -1.1

# Other entries.
SMILES,TEAD-YAP inh,FBW7 activator,MITF primary,GPR151 activ
Cc1ccc(N2CCN(Cc3nnc(-c4ccccc4)o3)CC2)c(C)c1,4,-0.3,-5,0.6
CC(=O)Oc1ccccc1C(=O)NCCc1ccccc1,4,0.1,14,-4.5
CN(C)CC(=O)N(C)C(Cc1ccccc1)C1CCN(C(=O)c2ccccc2)CC1 (centres undefined),-1,0.0,-2,0.9
COc1ccc(CSc2nnc(-c3ccc(C(C)(C)C)cc3)n2-c2ccccc2)cc1,10,0.6,13,0.2
COc1ccc(CCNC(=O)CN(C)S(=O)(=O)c2ccc(Br)cc2)cc1,-9,0.2,9,1.7
O=C(O)c1cccc(N2Cc3ccccc3C2)c1,-42,-0.1,4,-0.5
CCN(CC)S(=O)(=O)c1cc(N)ccc1Cl,1,-0.1,0,-1.4
Cc1ccc2ccc(C)[n+](CCCS(=O)(=O)O)c2c1,9,0.2,17,-1.8
CCN(Cc1ccccc1)C(=O)COC(=O)c1c(F)cccc1F,-1,-0.1,-5,0.2
COc1ccc(Cn2c(O)c(/C=N/Nc3nc(C)cc(C)n3)c3ccccc3c2=O)cc1,-2,0.0,12,-0.5
C/C(CC(C)C)=N\NC(=O)CCc1c[nH]c2ccccc12,-13,0.0,1,0.7
COCCCN1C(=O)CC(CC(=O)NCCSC)(c2ccccc2C)C1=O (centres undefined),1,0.2,1,0.8
CC1(Cc2ccc(S(C)(=O)=O)cc2)C(=O)Nc2cc(C(F)(F)F)ccc21 (centres undefined),-1,0.3,-14,1.4
Cc1ccc2oc(C(=O)N[C@@H](C)Cn3nnc4ccccc43)cc(=O)c2c1,-1,-0.1,5,-0.1
C=CCN1C(=O)CC(C(=O)OC)C12CCN(Cc1ccccc1)CC2 (centres undefined),5,0.2,6,0.5
Cc1c(C(=O)NC(=S)Nc2nc(-c3cccc([N+](=O)[O-])c3)cs2)oc2ccccc12,-7,-0.1,-5,-1.0
CCOc1ccc(N/C(SCc2ccccc2Cl)=C(/C#N)C(=O)NCc2ccco2)cc1,-6,-0.1,-1,-2.2
CCOC(=O)c1ccccc1SC1CC(=O)N(c2ccccc2)C1=O (centres undefined),-12,-0.1,-9,0.5
Cc1ccc(Br)c(N2C(=O)Nc3ccccc3N2O)c1,3,0.0,-7,2.0
COc1ccccc1Nc1nc(Nc2ccc(C(C)=O)cc2)nc(C)c1[N+](=O)[O-],-29,-0.1,0,0.0
COC(=O)CSc1nc(C(C)C)nc2ccccc12,-4,-0.1,2,1.0
CC(C)(C)C(=O)Nc1ccc(N2CCN(S(C)(=O)=O)CC2)cc1,-1,0.2,5,0.5
COc1cccc2sc(=NC(=O)c3ccc(C(C)(C)C)cc3)n(C)c12,-6,-0.1,-3,0.9
COC(=O)c1cc(NC(=O)c2cc3cc([N+](=O)[O-])ccc3oc2=O)cc(C(=O)OC)c1,-8,-0.1,8,-1.7
Cc1c(Cl)c([N+](=O)[O-])nn1CCCC(=O)Nc1cc(Cl)ccc1O,-17,0.0,-2,-0.2

# For reference, part of the list above.
SMILES,TEAD-YAP inh,FBW7 activator,MITF primary,GPR151 activ
Cc1ccc(N2CCN(Cc3nnc(-c4ccccc4)o3)CC2)c(C)c1,4,-0.3,-5,0.6
CC(=O)Oc1ccccc1C(=O)NCCc1ccccc1,4,0.1,14,-4.5
CN(C)CC(=O)N(C)C(Cc1ccccc1)C1CCN(C(=O)c2ccccc2)CC1 (centres undefined),-1,0.0,-2,0.9
COc1ccc(CSc2nnc(-c3ccc(C(C)(C)C)cc3)n2-c2ccccc2)cc1,10,0.6,13,0.2

# (more compounds)
SMILES,TEAD-YAP inh,FBW7 activator,MITF primary,GPR151 activ
O=C(CN(c1ccccc1)S(=O)(=O)c1ccccc1[N+](=O)[O-])N/N=C/c1cccs1,13,0.0,1,1.0
O=C(C1CC1)N(Cc1ccco1)c1nc2ccc(F)cc2s1,-10,-0.2,1,-1.0
CC(C)C(=O)N1CCC(c2nc3c(nnn3Cc3ccccc3Cl)c(=O)[nH]2)CC1,15,0.4,16,-1.2
CCN(CC)S(=O)(=O)c1ccc(Cl)c(C)c1,-1,-0.1,-17,0.0
O=C1c2cccnc2C(=O)N1Cc1ccc(S(=O)(=O)NCC2CCCO2)cc1 (centres undefined),4,-0.1,13,1.6
CNCC(=O)Nc1ccccc1C(F)(F)F,-7,0.0,-1,-0.1
CCCCN(C(=O)CNC(=O)c1cccs1)C(C(=O)NC(C)(C)C)c1ccccc1 (centres undefined),4,-0.1,-1,-0.8
O=C(COc1ccccc1[N+](=O)[O-])Nc1ccc(Br)cn1,-64,-0.2,-1,0.3
CN(C)CCOC(=O)c1ccc([N+](=O)[O-])cc1,11,0.1,13,-0.8
c1cc(-c2cncnc2)c2nc(N3CCN(c4ncnc5nc[nH]c45)CC3)ccc2c1,20,0.1,8,2.0
O=C(CCn1c(=O)oc2ccccc21)NC1CCCCC1,-10,-0.3,7,-0.2
Nn1cnnc1SC(CNS(=O)(=O)c1ccc(Cl)cc1)c1ccccc1 (centres undefined),-17,0.0,-4,-1.9
CCS(=O)(=O)N1CCN(Cc2ccc(OC)c(Br)c2)CC1,7,0.1,44,0.5
CC(=O)N/C(=N\c1nc(C)cc(C)n1)Nc1cccc(C)c1,3,1.1,13,-0.2
CC(=O)NCC(=O)N(c1ccccc1)C1(C(=O)NC2CCCCC2)CCCCC1,8,-0.3,-1,1.0
O=C(Nc1ccccc1)c1ccc2nc(Nc3ccc(C(F)(F)F)cc3)sc2c1,-17,0.0,-6,1.3
CC(C)CC(=O)Nc1ccnn1C1CCN(CC2=CC[C@H]3C[C@@H]2C3(C)C)CC1,4,0.0,4,-0.3
COc1nc(OC)c(F)c(Oc2ccc(Br)cc2)c1F,0,0.0,8,-0.4
O=C1C(=Cc2ccc(O)cc2)C(=O)c2ccccc21,-4,-0.1,8,-0.1
COc1cc(/C=N/n2c(COc3ccccc3)n[nH]c2=S)cc(OC)c1OC(C)=O,0,0.2,15,-1.4
Cc1cc(NCCN2CCOCC2)nc2ccccc12,-1,0.0,10,0.1
CC(C)(C)OC(=O)N1C(C(=O)O)CSC1c1ccc(F)cc1 (centres undefined),1,-0.1,4,-0.1
COc1ccc2nc(SCC(=O)Nc3ccc4c(c3)OCO4)c(C#N)cc2c1,-11,-0.1,3,1.9
Cc1cc(OCC(=O)NCc2nc(-c3ccccc3)no2)c(C)cc1Br,-5,-0.1,-7,0.7
Cc1ccc(C(=O)Nc2c(C(=O)NCc3ccccc3)cnn2-c2ccccc2)cc1,4,-0.2,-1,-0.8
